High-throughput results (PubChem)
M1 PAM = human M1 muscarinic receptor positive allosteric modulators, primary screen, CHO-K1 cells, Fluo-8 calcium fluorescence, 1536-well; Muscarinic acetylcholine receptor M1 (Homo sapiens), P11229; CHO-K1 hM1, ACh EC20; 0% = ACh EC20, 100% = maximal ACh; activation, % at 3 µM; 0.088% of 360,000 active; AID 588819, 2011; in the data active = activation above about 19%, passing the limit was not always enough
Target sequence (P11229 whole entry, looked up): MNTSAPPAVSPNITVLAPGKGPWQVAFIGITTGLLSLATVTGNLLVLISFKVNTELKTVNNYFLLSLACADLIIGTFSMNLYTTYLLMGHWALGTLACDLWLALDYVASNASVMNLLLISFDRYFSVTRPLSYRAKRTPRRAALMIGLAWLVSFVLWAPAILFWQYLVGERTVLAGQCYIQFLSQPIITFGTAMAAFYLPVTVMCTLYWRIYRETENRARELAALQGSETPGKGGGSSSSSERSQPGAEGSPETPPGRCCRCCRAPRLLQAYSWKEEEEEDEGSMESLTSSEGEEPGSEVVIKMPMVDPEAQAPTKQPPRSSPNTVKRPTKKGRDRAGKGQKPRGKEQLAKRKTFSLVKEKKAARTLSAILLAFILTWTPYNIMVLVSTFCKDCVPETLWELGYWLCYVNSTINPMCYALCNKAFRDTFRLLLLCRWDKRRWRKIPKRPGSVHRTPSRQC
CHO-K1 Ca antag = nonselective inhibitor or artifact in parental CHO-K1 cells; ATP-induced calcium, Fluo-8 fluorescence; inhibition, % at 3 µM; 0.6% of 360,000 active; AID 602250;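 active = inhibition above a per-plate cutoff, the plate's mean sample inhibition plus 3 SD, cut at about 24% in these data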;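 note: 0% = DMSO plus EC80 ATP and 100% = DMSO alone without ATP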
CHO-K1 Ca ag = counter-screen for M1 agonists: effect in parental CHO-K1 cells. Fluo-8 calcium fluorescence; scaled to maximal ATP response, vehicle zero. activation, % at 3 µM. 0.48% of 360,000 active. AID 602248, 2012; in the data active = activation above about 15%;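 note: untransfected CHO-K1 host cells lacking M1 receptor as counterscreen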
M1 antag = human M1 muscarinic receptor antagonists, primary screen, CHO-K1 cells, Fluo-8 calcium fluorescence, 1536-well; Muscarinic acetylcholine receptor M1 (Homo sapiens), P11229; CHO-K1 hM1, ACh EC80 antagonist; inhibition, % at 3 µM; 1.3% of 360,000 active; AID 588852, 2011;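 active = percent inhibition above its own plate's cutoff, namely the mean of that plate's compound wells plus 3 SD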;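 note: peak over basal fluorescence ratio during 140 s after agonist addition; 0% = ACh EC80 plus DMSO and 100% = DMSO alone without agonist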
CHO parental Ca = ATP-evoked calcium signal inhibitors, parental CHO, primary screen, counter-screen for OX1R antagonist project, cell-based, fluorescence, Fluo-8 calcium dye | parental CHO-K1, ATP-induced calcium, Fluo-8 fluorescence | inhibition, % at 5.6 µM | 0.63% of 330,000 active;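 active = inhibition above that plate's mean sample inhibition plus 3 SD, cut at about 26% in these data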;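 note: 0% = ATP-challenged DMSO wells and 100% = DMSO wells without ATP; some compounds past the cut are filed as inactive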
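Assay system: untransfected parental CHO cell line. Also added: ATP agonist challenge. Dosing: one dose, 5.6 µM nominal. Measured by: Fluo-8 fluorescence. Read-out: % inhibition. Benchmarks: ATP wells versus no-ATP DMSO wells. Repeats: no replicates.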
M1 ag = human M1 muscarinic receptor agonists, primary screen, Fluo-8 calcium fluorescence, CHO-K1 cells, HTS; Muscarinic acetylcholine receptor M1 (Homo sapiens), P11229; CHO-K1 hM1, agonist mode; 0% DMSO, 100% acetylcholine EC100; 0.33% of 360,000 active; activation, % at 3 µM; AID 588814, 2011;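 active = activation above the run's mean compound activation plus 3 SD, cut at about 16% in these data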;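 note: peak over basal fluorescence ratio within a 140 s kinetic read after compound addition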
TAAR1 antagonist = human TAAR1 antagonists, primary screen, Fluo-8 calcium fluorescence, CHO RD-HGA16 cells; Trace amine-associated receptor 1 (Homo sapiens), Q96RJ0; antagonist; inhibition, % at 3 µM; AID 624466, 2012; 1.5% of 360,000 active;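 active = inhibition above a per-plate cutoff, the mean inhibition of test compounds on that plate plus 3 SD, cut at about 49% in these data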;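 note: 0% = DMSO plus EC80 beta-PEA response and 100% = DMSO alone without agonist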
Target sequence (Q96RJ0 whole entry, looked up): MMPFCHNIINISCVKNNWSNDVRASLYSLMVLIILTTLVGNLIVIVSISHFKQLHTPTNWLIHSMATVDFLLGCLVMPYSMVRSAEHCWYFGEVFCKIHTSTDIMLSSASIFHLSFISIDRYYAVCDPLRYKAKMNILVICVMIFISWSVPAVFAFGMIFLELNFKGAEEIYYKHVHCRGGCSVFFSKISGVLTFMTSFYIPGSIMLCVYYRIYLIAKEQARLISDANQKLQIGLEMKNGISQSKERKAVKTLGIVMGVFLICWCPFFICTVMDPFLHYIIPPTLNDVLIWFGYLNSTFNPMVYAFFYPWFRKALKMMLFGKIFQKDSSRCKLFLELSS
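Test system: RD-HGA16 CHO cells with stable hTAAR1 and Gα16 / Probe or stimulus: EC80 β-phenethylamine stimulus / Times: seeding 17-24 h prior, 75-min 37 °C, 30-min RT dye loading / Detection: Fluo-8 calcium-sensitive fluorescence / Read-out basis: % inhibition scaled between DMSO and EC80 PEA controls / Repeats: singlicate, one well per test compound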
TAAR1 agonist = human TAAR1 agonists, primary screen, Fluo-8 calcium fluorescence, CHO RD-HGA16 cells; Trace amine-associated receptor 1 (Homo sapiens), Q96RJ0; vehicle wells 0%, saturating PEA agonist 100%; activation, % at 3 µM; 0.99% of 360,000 active;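 active = activation above the mean activation of all test compounds in the run plus 3 SD, cut at about 38% in these data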
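Assay system: CHO-derived RD-HGA16 cells with stable Gα16 and human TAAR1; timing: 17-24 h seeding, 75 min 37 °C dye, 30 min RT; read-out: % activation from peak over basal fluorescence ratio, DMSO-to-PEA scaled; measured by: kinetic Fluo-8 calcium fluorescence; benchmarks: low control DMSO, high control PEA (EC100); doses: 3 µM single concentration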
CHO-K1 Ca PAM = nonselective calcium activators in parental CHO-K1 cells, primary screen, counter-screen for M1 PAM project, cell-based, Fluo-8 calcium fluorescence, full deck, 1536-well; ATP EC20; 0% at ATP EC20, 100% at ATP max; activation, % at 3 µM; 0.02% of 360,000 active; AID 602247, 2012;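 active = activation above the run cutoff, the mean activation of all test compounds plus 3 SD, cut at about 40% in these data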;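 note: peak over basal fluorescence ratio in a 140 s read after ATP addition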
Numbers without * were called inactive; nt = not tested or not shown. Rows are unselected; 4.4% or so of the library scored in one or more.

SMILES	M1 PAM	CHO-K1 Ca antag	CHO-K1 Ca ag	M1 antag	CHO parental Ca	M1 ag	TAAR1 antagonist	TAAR1 agonist	CHO-K1 Ca PAM
Cc1ccc2c(c1)C1CN(C)CCC1N2S(=O)(=O)c1cccc(C(F)(F)F)c1 (stereo not given)	2	-19	3.3	2	-8	-6	-36	11	9
COc1cccc(OCCNC(=O)c2cc(OC)c(OC)c(OC)c2)c1	12	1	0.8	-6	-12	1	6	3	9
O=C(c1ccc(S(=O)(=O)Nc2ccccc2)cc1)N1CCCC1	4	3	1.2	0	-8	-2	1	3	-11
O=S1(=O)CC/C(=N\Nc2ccc(F)cc2)c2ccsc21	9	-13	1.0	-6	-3	1	17	8	22
O=C(COc1ccccc1[N+](=O)[O-])N(Cc1cccc(Br)c1)C1CCS(=O)(=O)C1 (stereo not given)	7	-1	0.8	-13	-15	-3	9	7	3
CCOC(=O)N1CCC(N(CCN(C)C)C(=S)Nc2cccc(SC)c2)CC1	1	0	1.9	-4	-18	-5	1	1	13
CC1=C(C(=O)N2CCOCC2)CC(CC(=O)NCCCCc2ccccc2)C(=O)N1CCC1=CCCCC1 (stereo not given)	5	-7	1.7	-5	nt	-4	-4	6	-6
O=C(CCN1C(=O)/C(=C/c2ccc(F)cc2)SC1=S)NCCc1cnc[nH]1	-4	-9	3.2	5	25	-1	-20	3	5
O=C(Nc1cccc2ccccc12)c1cccc(F)c1	4	-11	1.0	-5	nt	-1	-6	1	3
Cc1ccc(NC(=O)CN(C)C(=O)COC(=O)C(C)(C)Oc2ccc(Cl)cc2)cc1	0	-2	0.7	-3	-12	-4	-37	-2	-13
O=C(Nc1ccc2oc(-c3ccc4ccccc4c3)nc2c1)c1cccs1	-1	2	-0.2	8	-28	-2	-1	5	-6
CC1CN(CC(=O)NC(C)c2ccccc2)CC(C)O1 (stereo not given)	19	-4	-0.5	-21	0	1	-27	0	-11
COc1ccc(NC(=O)CSCc2cc(=O)n3ccsc3n2)cc1	8	-6	-0.1	-7	1	-2	-27	0	6
O=C(Nc1ccc2c(c1)OCCO2)c1ccc(Cl)c([N+](=O)[O-])c1	-4	-1	2.3	-1	-27	-10	-16	0	11
COc1cccc(NC(=O)C2=COCCO2)c1	5	2	0.5	-2	-11	-2	1	2	-2
COc1cccc(-c2cc(NC=O)c3ncc(-c4ccc(OC)c(OC)c4)n3c2)c1	4	-11	1.6	-8	nt	-1	17	6	7
O=C(CNC(=O)c1ccc(Br)cc1)N=Nc1c(O)[nH]c2ccc([N+](=O)[O-])cc12	14	-20	0.2	-1	4	5	6	-3	11
Cc1cccnc1NC(=O)CCCNC(=O)c1ccc(Cl)cc1	-3	-1	-0.2	10	5	-3	-24	0	-16
CC1(C)CC(NC2C3CC4CC(C3)CC2C4)CC(C)(C)N1 (stereo not given)	-3	-3	0.2	1	3	-7	21	4	3
COc1ccc(Cl)cc1NC(=S)N1CCN(S(C)(=O)=O)CC1	12	-14	0.3	-23	-7	-2	-12	1	7
O=c1[nH]c2c(s1)C(c1cccnc1)C1C3CCC(C3)C1S2 (stereo not given)	8	-12	-0.1	-14	-8	-6	nt	nt	22
CC(=O)Nc1ccc(CCc2nc3ccccc3[nH]2)cc1	27	-4	0.1	-32	4	0	-9	5	12
COc1cc(OC)cc(C(=O)Nc2ccccc2C(=O)NC2CC2)c1	-2	-6	3.0	4	-19	-2	32	15	4
Clc1ccc2[nH]cc(-c3nnnn3-c3ccccc3)c2c1	-2	-2	2.3	5	4	-1	31	5	13
COC(C/C=C/C(=O)COCc1ccccc1)OC	2	-8	0.6	1	nt	-4	1	1	12
Cc1nc(/C=C/c2ccccc2)cc(/C=C/c2ccccc2)n1	11	-1	0.0	-9	-15	-3	17	4	10
Cc1nc2sc3c(c2c(=O)n1/N=C/c1cccnc1)CCCC3	6	-3	11	-3	-24	-8	-3	-1	12
COc1ccc(C(N)=O)cc1N	0	2	0.1	-2	-16	-4	4	9	-2
O=C1CC[C@@H](C(=O)N2CSC[C@H]2C(=O)O)N1	1	-9	0.4	-33	-11	-2	-19	3	-3
Cc1ccc(-n2cccn2)c(CN2CCC(CO)(CCc3ccccc3)CC2)c1	2	-1	0.9	-4	nt	-7	-7	4	3
Cc1ccc(CNS(=O)(=O)NCc2ccc(Cl)cc2)cc1	9	-1	0.3	-6	-4	-10	-1	3	-7
Cc1ccc(C(=O)OCC(=O)Nc2ccccc2)cc1S(=O)(=O)N1CCCCC1	4	-3	1.4	2	-11	-2	13	2	-19
O=C(c1cccnc1)N1CCN(S(=O)(=O)c2ccc(Cl)cc2)CC1	8	-3	0.4	-10	-5	-2	-5	5	14
COc1cccc(NC(=O)COC(=O)c2c(F)cccc2Cl)c1	3	-14	3.3	-3	0	-3	-11	4	14
O=C(c1ccco1)N1CCN(C2CN(Cc3ccc(F)cc3)S(=O)(=O)C2)CC1 (stereo not given)	5	8	0.5	-2	nt	-4	-12	2	5
CCOC(=O)c1cnc2cc(-c3ccc(C)cc3)nn2c1-c1ccccc1	4	-2	-0.2	-6	-19	-2	30	7	9
C=CCNc1ncnc2c1ncn2[C@H]1CN(Cc2ccc(F)cc2)C[C@@H](CO)O1	16	-6	1.2	-24	nt	1	-18	3	22
CCOC(=O)C1C(c2ccccc2Cl)NC(=O)N(C)C1(O)C(F)(F)F (stereo not given)	4	-8	1.2	-3	5	-7	5	9	15
CCN(CC)CCCNC(=O)Cn1nc([N+](=O)[O-])c(Cl)c1C	-4	-20	1.9	-4	-1	-10	-1	4	23
Cc1ccc(CN2C(=O)N/C(=C\c3ccc(N4CCOCC4)cc3)C2=O)cc1	9	-8	1.4	0	-15	-5	-19	3	22
CC(Sc1nnc(-c2ccc(OC(F)F)cc2)n1N)C(=O)NCC1CCCO1 (stereo not given)	15	-4	-0.2	-18	-8	-3	-6	-1	-2
COc1cc(NC(=S)N2CCN(C(=O)C3CCCO3)CC2)c(OC)cc1Cl (stereo not given)	1	2	-0.1	1	-12	-8	-3	4	8
COc1ccc(NC(=O)c2oc3ccc(S(=O)(=O)N4CCOCC4)cc3c2C)cc1	-27	13	9.6	25	15	0	57*	21	-9
COc1ccc2[nH]c3c4c(ccc3c2c1)C(=O)C=CC4=O	16	-17	0.5	-20	nt	-3	77*	44*	18
O=C(O)COc1ccc(NC(=O)c2ccco2)cc1	4	-27	0.2	-9	-1	0	-11	2	14
O=C1NCCCN1Cc1ccc(F)cc1	9	-11	-0.3	-12	-6	-5	21	1	-1
CCCCc1nc(NCCN2CCOCC2)c(C#N)c2c1COC(C)(C)C2	13	25*	-0.1	-20	-22	2	-8	3	-6
O=C(NN=C1CCCCCC1)c1ccncc1	-4	5	0.4	13	nt	-1	-12	2	-20
O=C(N/N=C/c1ccc2c(c1)OCO2)C1CC1	6	-13	0.9	-8	-6	-3	-5	0	13
CC(=O)c1ccc(NC(=O)C(C)OC(=O)CCCN=C2NS(=O)(=O)c3ccccc32)cc1 (stereo not given)	8	-5	2.7	-7	0	-3	-29	0	17
COc1cccc(/C=C(/C(=O)OCC(=O)NC2CCCC(C)C2C)c2ccccc2)c1 (stereo not given)	0	10	2.1	-4	65*	0	40	1	-5
Cc1cccc2cc(COC(=O)C(C)C)c(=O)[nH]c12	7	-3	0.5	-8	-9	-3	-6	4	-1
CC(=O)c1c(-c2ccccc2)c2cc([N+](=O)[O-])ccc2[nH]c1=O	-5	2	-0.2	15	1	-4	-2	-1	-14
CC(OC(=O)c1ccccn1)C(=O)Nc1nc(-c2ccc(F)c(F)c2)cs1 (stereo not given)	1	-10	3.8	-6	-22	1	25	7	18
COc1c(F)c(F)c(C(=O)O)c(Nc2ccc(C)cc2)c1F	0	-8	0.3	2	1	-3	9	-1	-8
OCCN(Cc1ccccc1)CC1CCCCC1	5	-15	0.8	-7	-13	-6	-2	9	22
Nc1c(C(=O)CSc2n[nH]c(-c3ccccc3)n2)c(=O)[nH]c(=O)n1C1CC1	29*	-1	-0.4	-27	nt	2	-9	2	1
Cc1cccc(C)c1NC(=O)C(c1ccccc1OC(F)(F)F)N1CCN(c2ccc(F)cc2)CC1 (stereo not given)	-1	-17	-0.3	-25	nt	-4	-11	0	-6
O=C(COc1ccc(F)cc1)NNC(=O)Cn1ccc(C(F)(F)F)n1	5	-6	1.5	-16	-1	-1	-10	0	17
CCN(CC)C1CCCCC1NS(=O)(=O)c1ccc(Cl)cc1 (stereo not given)	8	-6	0.5	-1	-13	-7	-4	6	15

(more compounds)
SMILES	M1 PAM	CHO-K1 Ca antag	CHO-K1 Ca ag	M1 antag	CHO parental Ca	M1 ag	TAAR1 antagonist	TAAR1 agonist	CHO-K1 Ca PAM
COc1ccccc1OCc1ccc(C(=O)c2ccccc2)cc1	4	-10	4.6	-8	-12	-2	38	5	18
O=C(CN1C(=O)NC2(CCc3ccccc32)C1=O)NCc1ccccc1Cl (stereo not given)	7	-2	0.2	-7	-18	-5	-8	6	0
COC(=O)c1ccccc1NC(=O)Nc1nnc(N2CCC(C)CC2)s1	-7	17	0.3	18	-7	-2	-3	18	-5
Cc1ccc(C(=O)C(C)OC(=O)CNS(=O)(=O)c2ccc(C)cc2)cc1 (stereo not given)	3	-11	0.4	-3	-10	-6	-8	2	-2
COc1cccc(C(=O)Nc2cccc(NC(=O)c3cccs3)c2)c1	2	-6	3.5	-8	-19	-3	12	14	12
CCOc1ccc(S(=O)(=O)N2CCN(C(=O)c3cc(-c4ccccc4)nn3-c3ccccc3)CC2)cc1	5	5	0.1	-1	-15	-1	8	2	-1
O=c1[nH]c2ccccc2nc1/C=C/c1ccccc1	8	1	3.5	-7	-27	-5	-2	-2	19

Single records, as listed above. Order of values: M1 PAM, CHO-K1 Ca antag, CHO-K1 Ca ag, M1 antag, CHO parental Ca, M1 ag, TAAR1 antagonist, TAAR1 agonist, CHO-K1 Ca PAM
O=C(CN1C(=O)NC2(CCc3ccccc32)C1=O)NCc1ccccc1Cl (stereo not given) is entered as 7, -2, 0.2, -7, -18, -5, -8, 6, 0
Cc1ccc(C(=O)C(C)OC(=O)CNS(=O)(=O)c2ccc(C)cc2)cc1 (stereo not given) is entered as 3, -11, 0.4, -3, -10, -6, -8, 2, -2
CCOc1ccc(S(=O)(=O)N2CCN(C(=O)c3cc(-c4ccccc4)nn3-c3ccccc3)CC2)cc1 is entered as 5, 5, 0.1, -1, -15, -1, 8, 2, -1
